Screening data from PubChem BioAssay.
Lipid droplet: inhibitors of hepatocyte lipid droplet formation, primary screen, imaging, high-throughput imaging, BODIPY stain. 240,000 compounds, 0.4% hits. inhibition, % at 6.5 µM. AID 1656, 2009. AML12 mouse hepatocytes, oleate lipid droplets;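 active = lipid droplet intensity inhibited by at least 50%, with more than 500 cells counted; inconclusive = wells with under 300 cells, treated as cytotoxic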
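Material – mouse AML12 hepatocyte cell line, fixed after treatment · Compound dosing – one dose, 6.5 µM compound · Times – compound with oleate, overnight · Measured by – Image-based BODIPY and DAPI two-channel analysis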
Myeloid diff 2: induction of myeloid progenitor differentiation, primary screen, cell-based, flow cytometry, MLPCN library; ER-HoxA9 myeloid progenitors, lysozyme-GFP differentiation; calls only at 10 µM; 360,000 compounds, 1% hits; AID 624256, 2012;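 active = normalized GFP-positive differentiation at or above the plate's own cutoff, the solvent-only control mean plus 3 SD; inconclusive = no clear call, values can overlap the other calls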;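 note: cells exposed to compound for four days before flow analysis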
T cell HTS: modulators of CD8 T cell-vesicle binding, primary screen, mouse 2C CD8+ T cells, flow cytometry; AID 2052, 2009; 330,000 compounds, 0.068% hits; calls only at 7 µM; 2C CD8+ T cell-vesicle binding; stronger effect = lower value;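 active = response, share of CD8 T cells binding vesicles, and their 90th percentile fluorescence all below set limits, cut at about 80% in these data, passing the limit was not always enough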
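incubation = binding step 1.5 h, 37 °C, antibody labelling 20 min, ice | test system = 2C mouse CD8+ T cells | read-out basis = percent CD8+ FL2 mean versus row control | controls = Peptide-free naked vesicles (low) and QL9 vesicles with 0.7% DMSO vehicle (high) | detection = flow cytometry of vesicle-bound cells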
Lipid droplet cells 6.5 µM: second read-out of Lipid droplet, no call of its own (marks repeat the call); cell count; measured here: cell count, cytotoxicity flag;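 cells counted across two imaged fields per well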
T cell HTS vesicle-bound %: also measured in T cell HTS; calls as there; double positive events, %; measured here: CD8+ vesicle-bound cell fraction;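 binding gate set so that unloaded-vesicle control wells show 10% double positive cells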
Myeloid diff 2 GFP+ MAC1+ %: second read-out of Myeloid diff 2, no call of its own (marks repeat the call); GFP+ MAC1+ double positive, %; measured here: differentiation confirmed by MAC1 staining
An asterisk follows results filed as active; i = inactive; u = inconclusive; x = not tested or not shown; + = active, no number. The list is partial, so the mix of outcomes need not match the whole.

SMILES	Lipid droplet	Lipid droplet cells 6.5 µM	Myeloid diff 2	Myeloid diff 2 GFP+ MAC1+ %	T cell HTS	T cell HTS vesicle-bound %
COc1ccccc1CNC(=O)COC(=O)c1nccnc1N	0	770	i	0.6	i	4
CCC(C(=O)NCC1CCCO1)N(Cc1ccc(F)cc1)C(=O)CNS(=O)(=O)c1ccccc1 (centres undefined)	6	879	i	0.4	i	40
O=C(CSc1nnc(-c2ccccc2)o1)N1CCCC1	-8	790	i	1.6	i	23
O=C(NC1CCCCC1)C(c1ccco1)N(C(=O)c1csnn1)c1ccc(Cl)cc1 (centres undefined)	7	745	i	0.8	i	18
COc1ccc(OC)c(/C=C2\SC(=S)N(NS(=O)(=O)c3ccccc3)C2=O)c1	14	743	i	0.3	i	57
CC1CCN(CCCn2c(SCC(=O)NC3CCCC3)nc3ccccc3c2=O)CC1	-17	704	i	2.9	i	47
CC(C)(C)C1CCC(C(=O)NCCc2ccc(S(N)(=O)=O)cc2)CC1 (centres undefined)	2	847	i	0.3	i	20
CN(C)S(=O)(=O)c1ccc(NC(=O)CN2CCN(c3ccccn3)CC2)cc1	18	815	i	0.6	i	21
CCOc1ccc(N(CC(=O)NCCSCc2ccccc2Cl)S(C)(=O)=O)cc1	-7	845	i	1.0	i	41
COc1ccc(C(=O)N2CCN(Cc3ccc4c(c3)OCO4)CC2)cc1OC	9	851	i	0.4	i	53
CC(=O)Nc1nc2ccc(S(=O)(=O)N3CCCC3)cc2s1	-9	716	i	0.5	i	14
CCCCCCCCCCOC(=O)Cn1c(COc2ccccc2OC)[n+](C)c2ccccc21	-88	570	i	0.4	i	3
CCOc1ccccc1NC(=O)c1nnn(CC(=O)Nc2ccc3c(c2)OCO3)c1N	-7	721	i	0.0	i	18
CCOC(=O)c1c(N2CCN(c3ccccc3)CC2)cc(C)nc1C	2	761	i	0.3	i	58
CC(=O)c1cccc(N(CC(=O)NC2CCCCC2)C(=O)CCC(=O)Nc2nc(C)cs2)c1	9	808	i	1.1	i	18
C=CCNC(=O)c1c[nH]c2ccc(S(=O)(=O)N(C)c3ccc(OCC)cc3)cc2c1=O	1	778	i	0.5	i	9
CC1(C(=O)N2CCC(CC3CC(c4ccc(Cl)cc4)=NO3)(C(=O)NCC3CCCCC3)CC2)CC1 (centres undefined)	-11	767	i	1.1	i	34
COCCCNC(=O)Cn1cc(/C=C(\C#N)C(=O)NC2CCCC2)c2ccccc21	6	784	i	0.3	i	46
CSc1cccc(CN2CCC(Oc3ccc(C(=O)N4CCCCC4)cc3)CC2)c1	-41	694	i	0.5	i	8
CCN(C(=O)CN1C(=O)S/C(=C\c2cccc(OC)c2)C1=O)C1CCS(=O)(=O)C1 (centres undefined)	-53	684	u	x	i	36
CC(C)C1NC(C(=O)O)Cc2c1[nH]c1ccccc21 (centres undefined)	-8	813	i	0.6	i	46
COc1cccc(/C=C2/SC(=S)N(CCCC(=O)Nc3ccc(O)cc3)C2=O)c1	-23	650	i	0.5	i	5
CCOc1ccc(C(=O)Nc2nnc(S(=O)(=O)N(C)Cc3ccco3)s2)cc1	-18	666	u	x	i	2
COc1cc(NC(=O)CCNC(=O)Cn2ccc3ccccc3c2=O)cc(OC)c1OC	-23	669	i	0.3	i	13
CC(=O)O[C@H]1c2ccccc2-c2ccccc2[C@@H]1OC(C)=O	-2	819	i	0.4	i	52

(more compounds)
SMILES	Lipid droplet	Lipid droplet cells 6.5 µM	Myeloid diff 2	Myeloid diff 2 GFP+ MAC1+ %	T cell HTS	T cell HTS vesicle-bound %
COc1ccc(-c2cc(C(=O)Nc3ccc(C)c(C)c3)no2)cc1	-21	803	i	0.7	i	21
Cc1noc(C)c1S(=O)(=O)N1CCCC(C(=O)NCc2ccccc2Cl)C1 (centres undefined)	-17	754	i	0.8	i	16
COc1ccc2oc(=O)cc(-c3cc4cccc(OC)c4o3)c2c1	-4	752	i	0.2	i	55
O=C(CSc1ccccn1)Nc1nonc1[N+](=O)[O-]	-4	690	u	x	i	5
COc1cc(NC(=O)c2cc([N+](=O)[O-])ccc2NC(=O)CNC2CCCCC2C)cc(OC)c1 (centres undefined)	10	806	i	0.6	i	16
O=C(CN(C(=O)CCC(=O)Nc1ccccn1)c1cccc(F)c1)NCc1ccco1	-2	839	i	2.0	i	51
COc1ccc(S(=O)(=O)NC(C)C(=O)Nc2ccccc2)cc1Cl (centres undefined)	0	876	i	1.7	i	62
C=CCOn1c(=O)c(-c2ccc(OCC)cc2)[n+]([O-])c2ccccc21	-4	853	i	0.6	i	47
Cn1c(=O)c2c(nc(SCC(=O)N3CCOCC3)n2C)n(C)c1=O	8	527	u	x	i	19
O=C(CN(C(=O)CCC(=O)Nc1ccccn1)c1ccc(F)cc1)NCc1ccco1	0	847	i	1.5	i	38
CCS(=O)(=O)c1nc(S(=O)(=O)c2ccc(Cl)cc2)c(N2CCOCC2)s1	15	659	i	2.8	i	34
CC(=O)c1ccc(NS(=O)(=O)c2cc3c(cc2C)N(C(C)=O)CCO3)cc1	8	700	i	0.6	i	20
Cn1c(=O)n(CCO)c(=O)c2c1nc(Br)n2Cc1ccccc1	13	785	i	0.8	i	45
COc1ccc(C2(c3ccc(OC)cc3)NC(=O)N(CC(=O)Nc3ccc(OC)c(OC)c3)C2=O)cc1	52*	807*	i	7.5	i	25
O=S(=O)(NCc1ccc2c(c1)OCO2)c1ccccc1F	9	856	i	0.6	i	37
O=c1[nH]c(C2CCN(S(=O)(=O)c3ccc(S(=O)(=O)NC4CC4)cc3)CC2)nc2c1nnn2Cc1ccccc1	8	826	i	0.8	i	25
C/C(=N\NC(=O)c1nnn(-c2nonc2N)c1CSc1ccc(C)cc1)c1ccco1	-35	695	i	1.5	i	22
CCOc1ccc(Nc2nc3c(C)cccc3cc2C#N)cc1	-5	745	+	1.0*	i	56
CCc1c(C)nc2ncnn2c1Nc1ccccc1C	-6	855	i	1.4	i	39
CCCCN(Cc1cccs1)S(=O)(=O)c1ccc(-c2ccc(=O)[nH]n2)s1	-2	737	i	1.6	i	50
Cc1nn(CC(=O)Nc2ccc3nc4n(c(=O)c3c2)CCCC4)c(C)c1[N+](=O)[O-]	-17	703	i	0.6	i	28
Cc1cc(C(=O)Nc2cccc3ccccc23)c(C)o1	0	814	i	4.7	i	31
NS(=O)(=O)c1ccc(CCNC(=O)Cc2cccs2)cc1	-5	792	i	0.2	i	54
COC(=O)c1cc(S(=O)(=O)N2CCCCCC2)cn1C	-14	703	u	x	i	47
Clc1ccc(-c2nc(N3CCOCC3)nc3ccccc23)cc1	5	794	i	0.3	i	12

(continued)
SMILES	Lipid droplet	Lipid droplet cells 6.5 µM	Myeloid diff 2	Myeloid diff 2 GFP+ MAC1+ %	T cell HTS	T cell HTS vesicle-bound %
Cc1cc(C)nc(SCc2ccc(Br)cc2)n1	-23	701	i	0.5	i	38
O=C(Nc1ccccc1C(=O)NCc1cccnc1)c1ccccc1Cl	0	841	i	1.2	i	23
CC(=O)Nc1ccc(C(=O)Nc2ccc(S(=O)(=O)Nc3nccc(C)n3)cc2)cc1	13	854	i	0.6	i	50
Cc1nnc(NC(=O)CSc2nnc(CCNC(=O)c3ccccc3F)n2C)s1	-16	815	i	1.5	i	17
Cc1cc(OC(=O)c2cc(Cl)ccc2Cl)c([N+](=O)[O-])c(=O)[nH]1	7	780	i	1.4	i	47
CN(CC(=O)Nc1ccc(Cl)c(C(F)(F)F)c1)C(=O)c1cccnc1Sc1ccccc1	-2	840	u	x	i	16
O=S(=O)(NCC(c1cccnc1)N1CCN(Cc2ccccc2)CC1)c1ccc(F)cc1 (centres undefined)	-18	647	u	x	i	15
Cc1oc2ccc(OC(C(=O)O)c3ccccc3)cc2c1C(=O)O (centres undefined)	-12	788	i	0.2	i	15
CCOc1ccc(-c2n[nH]c(=S)c3ccccc23)cc1	-10	846	i	0.4	i	42
CCOc1c(C)cc(S(=O)(=O)NCc2cccnc2)c(C)c1C	-8	740	i	0.5	i	12
CC(=O)Nc1ccc(NC(=O)CS(=O)(=O)Cc2ccccc2)cc1	-6	841	i	0.2	i	64
Cc1cc(SCc2ccc(Cl)cc2Cl)nc(=O)[nH]1	14	822	u	x	i	35
FC(F)(F)c1ccccc1CNCc1ccncc1	8	807	i	0.5	i	62
CCCCc1nc2cc(C(=O)N3CCN(c4nc(C)cnc4C)CC3)ccc2o1	-14	619	i	0.9	i	34
CCC1CCCCN1CCCCOc1cccc(Cl)c1 (centres undefined)	2	420	i	0.9	i	21
COC(=O)c1ccc(COc2ccc(C(C)(C)C)cc2)o1	6	789	i	0.3	i	36
O=C(CCSc1ccc(Br)cc1)c1ccc(O)cc1	2	688	i	0.0	i	60
CC1=C([N+](=O)[O-])C(c2ccccc2)NC(=O)N1 (centres undefined)	4	805	i	0.6	i	24
Cc1cccc(C(=O)N2N=C(c3ccc(NS(C)(=O)=O)cc3)CC2c2cccs2)c1 (centres undefined)	-44	822	i	0.4	i	33
CCN1CCN(C(=O)c2ccc(COc3cccc(Cl)c3)o2)CC1	-12	757	i	0.8	i	16
Cc1ccc(NC(=O)CN2C(=O)S/C(=C/c3ccncc3)C2=O)cc1	-5	709	i	0.3	i	36
CCC(=O)N1CCc2cc(Br)cc(S(=O)(=O)NCc3ccccc3OC)c21	-9	815	i	0.6	i	42
CCN(CC1CCCO1)C(=O)CCc1nnc(CCc2ccccc2OC)o1 (centres undefined)	-47	701	i	1.2	i	14
CNC(=O)c1c(NC(=O)c2ccc(S(=O)(=O)N3CCCCC3)cc2)sc2c1CCN(C(C)C)C2	0	806	u	x	i	27
Cn1cccc1/C=N\NC(=O)C1COc2ccccc2O1 (centres undefined)	-2	718	i	4.9	i	31

(next part)
SMILES	Lipid droplet	Lipid droplet cells 6.5 µM	Myeloid diff 2	Myeloid diff 2 GFP+ MAC1+ %	T cell HTS	T cell HTS vesicle-bound %
O=C(Nc1cccc(C(=O)Nc2ccc(Br)cc2)c1)c1ccccc1	17	818	i	0.6	i	56
O=C(c1ccccc1Cl)N1N=C(c2cccs2)CC1c1cccc(O)c1 (centres undefined)	-15	697	i	1.6	i	11
C/C(=N/NC(=O)c1nnn(-c2nonc2N)c1COc1ccccc1)c1ccccc1Cl	-18	677	i	4.8	i	4
CC(=O)COC(=O)C1=NN(c2ccccc2)C(=O)CC1	3	794	i	0.8	i	46
